# BAZ2B inh: qHTS Assay for Inhibitors of BAZ2B; Bromodomain adjacent to zinc finger domain protein 2B (Homo sapiens), Q9UIF8; AlphaScreen BAZ2B-H3K14Ac peptide displacement; Potency, µM (top dose mostly 114 µM), without a hit: at the highest dose activity change, negative = inhibition, usual class: inhibitors; hit rate 4.4% among 360,000; further: potency means the concentration at half of the fitted maximal effect; on the % scale 0 is the no-effect control and ±100 the full control effect; nearly all actives have a fitted effect of over 60% in size
#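 Inhibition is scored as reduced AlphaScreen emission. The BAZ2B/b-H3(5-23)K14Ac complex (50 nM each) in PBS pH 7.4, 0.01% Tween-20 meets compound (up to 110 uM) for 30 min at RT before bead addition.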
# HP1b chromo inh: HTS for Inhibitors of HP1-beta Chromodomain Interactions with Methylated Histone Tails; Chromobox protein homolog 1 (Homo sapiens), P83916; AlphaScreen HP1-beta / biotin-H3K9me3 peptide binding; Potency, µM (highest dose often 114 µM), for the others: top-dose activity change, negative = inhibition, hits mostly inhibitors; hit rate 0.56% among 390,000; further: potency means the concentration at half of the fitted maximal effect; nearly all actives have a fitted effect of over 70% in size; inactives centre near 23
# Target sequence (P83916 whole entry, looked up): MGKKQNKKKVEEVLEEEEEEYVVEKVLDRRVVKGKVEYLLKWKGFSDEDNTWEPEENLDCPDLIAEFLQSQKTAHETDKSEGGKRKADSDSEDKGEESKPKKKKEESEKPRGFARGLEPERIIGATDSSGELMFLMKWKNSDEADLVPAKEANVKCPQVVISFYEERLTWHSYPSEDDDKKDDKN
#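 HP1-beta protein (50 nM final) preincubated 30 min at room temperature with biotinylated H3(1-18)K9me3 peptide (50 nM) in PBS pH 7.4, 0.01% Tween-20, then compound added for 30 min. AlphaScreen streptavidin donor/nickel chelate acceptor beads (10 ug/mL final), 30 min dark, luminescence read.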
# GLS inhibitor: qHTS for Inhibitors of Glutaminase (GLS); hit rate 0.21% among 410,000; Potency, µM (highest dose often 45.5 µM), without a hit: at the top dose activity change, negative = inhibition, usual class: inhibitors; Glutaminase kidney isoform, mitochondrial (Homo sapiens), O94925; GLS enzymatic activity, qHTS titration; further: potency means the concentration at half of the fitted maximal effect; on the % scale 0 is the no-effect control and ±100 the full control effect
# Target sequence (O94925 whole entry, looked up, canonical isoform): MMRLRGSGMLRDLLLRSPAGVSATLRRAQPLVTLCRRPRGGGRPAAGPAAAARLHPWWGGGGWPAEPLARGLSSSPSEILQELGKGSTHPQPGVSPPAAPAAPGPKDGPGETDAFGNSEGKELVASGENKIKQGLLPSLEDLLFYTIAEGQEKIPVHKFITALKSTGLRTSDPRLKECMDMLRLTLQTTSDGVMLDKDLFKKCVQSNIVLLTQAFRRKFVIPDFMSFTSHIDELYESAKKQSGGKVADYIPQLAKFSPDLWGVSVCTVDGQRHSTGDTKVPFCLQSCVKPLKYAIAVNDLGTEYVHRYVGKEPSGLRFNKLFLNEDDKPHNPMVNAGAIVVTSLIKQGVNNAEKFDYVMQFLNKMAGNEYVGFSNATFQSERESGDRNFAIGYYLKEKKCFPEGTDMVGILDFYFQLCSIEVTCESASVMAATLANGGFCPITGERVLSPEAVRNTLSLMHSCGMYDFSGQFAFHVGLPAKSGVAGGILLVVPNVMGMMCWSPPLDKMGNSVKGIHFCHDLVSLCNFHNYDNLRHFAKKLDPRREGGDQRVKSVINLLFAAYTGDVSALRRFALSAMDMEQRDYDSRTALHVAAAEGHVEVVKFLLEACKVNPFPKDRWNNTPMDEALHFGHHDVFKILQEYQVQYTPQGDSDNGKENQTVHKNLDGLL
#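 Coupled fluorescence readout: glutamate oxidase/HRP/Amplex Red detect glutamate formed by hKGA from L-glutamine (1 mM solution added). Buffer 45 mM KH2PO4 pH 8.2, 0.02% Tween-20; reads at t0 and 30 min RT.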
# G9a inh: qHTS Assay for Inhibitors of Histone Lysine Methyltransferase G9a. Histone-lysine N-methyltransferase EHMT2 (Homo sapiens), Q96KQ7. G9a H3K9 monomethylation, AlphaScreen, 2 h. Potency, µM (series often up to 102 µM), inactives show top-dose activity, negative = inhibition, hits mostly inhibitors. hit rate 8.8% among 350,000. AID 504332, 2011; further: potency means the concentration at half of the fitted maximal effect; on the % scale 0 is the no-effect control and ±100 the full control effect; nearly all actives have a fitted effect of over 75% in size
#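 Enzyme 20 nM + cpd, 15 min RT; add b-H3K9 pep 500 nM / SAM 20 uM; 2 h RT; anti-H3K9me1 Ab 0.5 ug/mL + SA donor / anti-rabbit acceptor beads 20 ug/mL each, 10 min; AlphaScreen read.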
# PI4K2A block: qHTS for small molecular inhibitors of PI4K2A; Phosphatidylinositol 4-kinase type 2-alpha (Homo sapiens), Q9BTU6; hit rate 0.13% among 420,000; activity change, negative = inhibition, % at 76.9 µM; purified PI4K2A, ADP-Glo luminescence, 1 h; active compounds read low; in the data active means activity change below about -50%; inconclusive means mostly about -30% to -49%;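 further: -100% = wells without enzyme as full effect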
#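 Compounds are screened against recombinant PI4K2A using PI as substrate and ATP, the latter dispensed at 300 microM. Reactions run one hour at ambient temperature before ADP-Glo detection; full inhibition defined by wells lacking enzyme.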
# ALOX12 inh: Primary qHTS assay for inhibitors of human arachidonate 12S-lipoxygenase (ALOX12): Round 2 | Polyunsaturated fatty acid lipoxygenase ALOX12 (Homo sapiens), P18054 | purified 12hLO, xylenol orange hydroperoxide absorbance | Potency, µM (highest dose often 108 µM), for inactives: at the highest dose activity change, negative = inhibition, usual class: inhibitors | hit rate 1.1% among 580,000; further: potency means the concentration at half of the fitted maximal effect; on the % scale 0 is the no-effect control and ±100 the full control effect
#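 Hydroperoxide product was detected by ferrous iron/xylenol orange as the 573 to 405 nm absorbance ratio. Arachidonic acid at 40 uM (final) was turned over for 30 min at room temperature by 150 nM human 12hLO, pH 7.0 Hepes buffer, after 15 min compound preincubation.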
# RGS4 inhibitor: Inhibitors of Regulator of G Protein Signaling (RGS) 4: qHTS; Regulator of G-protein signaling 4 (Homo sapiens), P49798; Transcreener GDP fluorescence polarization, RGS4-accelerated GTP hydrolysis; Potency, µM (series often up to 114 µM), for the others: top-dose activity change, negative = inhibition, usual class: inhibitors; hit rate 0.039% among 390,000; further: potency means the concentration at half of the fitted maximal effect; on the % scale 0 is the no-effect control and ±100 the full control effect; nearly all actives have a fitted effect of over 75% in size; some results filed as inactive show a strong effect at the top dose
# Target sequence (P49798 whole entry, looked up): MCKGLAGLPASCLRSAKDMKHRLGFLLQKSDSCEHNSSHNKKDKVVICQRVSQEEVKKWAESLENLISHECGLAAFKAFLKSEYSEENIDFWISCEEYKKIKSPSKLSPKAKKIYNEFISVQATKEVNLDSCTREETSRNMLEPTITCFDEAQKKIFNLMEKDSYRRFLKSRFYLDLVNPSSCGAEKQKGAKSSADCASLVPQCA
#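 MLSMR compounds (23 nl, pin-transferred) preincubated 10 min at room temperature with a 500nM (2x) first reagent, then RGS4 at 900nM (2x) plus Transcreener GDP mix added; fluorescence polarization (620/688 nm) read before and after 90 min at 30 °C.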
# ERG Ets-DNA blk: qHTS for Small Molecule Inhibitors of the ERG Ets/DNA interaction | hit rate 0.028% among 370,000 | fluorescence polarization, His-ERG Ets domain / labelled DNA | Potency, µM (series often up to 76.9 µM), without a hit: top-dose FP activity, negative = inhibition, most hits filed as inhibitors | Transcriptional regulator ERG (Homo sapiens), P11308; active means well fitted inhibition curve with a large enough effect in the polarisation, with a control signal flat; inconclusive means small, poorly fitted or top-dose-only effect, or effect the other way, or a change in a side signal; inactive means no such curve, though single readings can be large or run the other way; the % refers to the polarisation;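 further: polarization taken with two DNA probes labelled with fluorescein and Texas red; potency means the concentration at half of the fitted maximal effect; % of control where 0% means no effect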
#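 His-tagged ERG Ets domain (1 uM in the protein solution; 300mM KCl, 50mM Tris-HCl, 1mM EDTA, 1mM DTT, pH 7.5) received compound, then a probe mix of 5 nM fluorescein-DNA and 100nM Texas-615-DNA. Fluorescence polarization was read for both dyes.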
# JMJD2A Tudor: qHTS Assay for Inhibitors of JMJD2A-Tudor Domain | AlphaScreen JMJD2A-Tudor / H3K4me3 peptide binding | Potency, µM (series often up to 114 µM), without a hit: at the top dose activity change, negative = inhibition, most hits filed as inhibitors | hit rate 4.4% among 390,000; further: potency means the concentration at half of the fitted maximal effect; on the % scale 0 is the no-effect control and ±100 the full control effect; nearly all actives have a fitted effect of over 50% in size
# An asterisk follows results filed as active; ? = inconclusive; . = no result given; [ ] = another dose, or the depositor's remark. Unless noted, the call rests on the fitted dose curve; in most records, active means well fitted curve in the direction sought with a large enough effect; inconclusive means small, poorly fitted or top-dose-only effect, or another doubt; inactive means no such curve, though single readings can be large; an effect the other way counts as inactive or inconclusive. This is a subset. The share of hits here may be higher or lower than overall.
SMILES,BAZ2B inh,HP1b chromo inh,GLS inhibitor,G9a inh,PI4K2A block,ALOX12 inh,RGS4 inhibitor,ERG Ets-DNA blk,JMJD2A Tudor
O=C(OCC(=O)N1CCN(c2cccc(Cl)c2)CC1)c1ccco1,7%,33%,1%,12%[2.33 µM],0,213%[activator],-12%,-5%,-7%
N#Cc1cn(CC(=O)NCc2cccnc2)c2ccccc12,7%,11%,5%,-6%[59 µM],7,0%,-3%,.,-2%
NS(=O)(=O)c1cccc(NC(=O)COC(=O)Cc2ccc(Cl)cc2)c1,.,41%[activator],1%,-47%,-3,12%,6%,-4%,-3%
Cc1c(C(=O)OC2CCCCC2)[nH]c2c1C(=O)CC(C)(C)C2,-6%,24%,8%,2%[59 µM],6,-17%,17%,-5%,0%
CCCC(=O)Nc1nc(-c2ccc3c(c2)CCN3S(C)(=O)=O)cs1,-11%,12%,-5%,11%[59 µM],-2,-40%,-10%,.,-9%
O=C(N/N=C/c1cccc2ccccc12)c1ccccc1Cl,-12%,18%,2%,14%,1,?,13%,0%,-32%
NS(=O)(=O)c1ccc(N=Nc2c(O)c(C(=O)O)cc3ccccc23)cc1,40µM*,?,-15%,34%[0.501 µM],-18,?,-20%,1%,?
O=C(Cn1ncc2c3ccccc3n(Cc3ccc(Cl)cc3)c2c1=O)NC1CCCCCC1,-1%,23%,1%,4%[59 µM],0,?,18%,-2%,-6%
COc1ccc(-c2noc(-c3ccc(NCCc4ccccc4)c([N+](=O)[O-])c3)n2)cc1,7%,37%,4%,?,5,0%,1%,1%,0%
O=C(CCc1ccc(S(=O)(=O)N2CCOCC2)cc1)NCCc1ccccn1,-1%,32%[activator],-4%,7%[12.7 µM],-1,0%,-28%,1%,-14%
O=C(N1CCN(c2ccc(F)cc2)CC1)C1(c2cccs2)CCOCC1,-11%,1%,1%,24%[59 µM],-2,-1%,24%,.,-8%
COCCCNC(=O)Cn1c(=O)n(-c2ccc(C)cc2)c(=O)c2c1c1cc(C)ccc1n2C,-2%,6%,0%,4%[59 µM],-1,-29%,11%,2%,-13%
CCC1=Nc2cc(C(=O)NCCN3CCOCC3)ccc2Sc2ccc(C)cc21,-34%,52%[activator],-5%,5%[59 µM],0,5%,-15%,-4%,-8%
COc1cccc(/C=C/C(=O)NNC(=O)c2ccco2)c1OC,-11%,41%[activator],17%,?,-2,5%,18%,4%,-9%
Cc1nc(-n2nc(C)c(CCC(C)C)c2C)sc1C(=O)Nc1cccc(Cl)c1,?,74%[activator],-1%,47%[59 µM],-4,-15%,-4%,-2%,-5%
Cc1cc(N2C(=O)Cc3ccccc3C2=O)ccc1C(C)C,3%,18%,?,16%,1,0%,14%,9%,-19%
Cc1cc2c(c(C)c1CCO)C(=O)[C@H](C)C2,.,-2%,2%,.,-5,5%,18%,-5%,-22%
COc1ccc(N2CCN(S(=O)(=O)CCNC(=O)c3ccc4c(c3)OCO4)CC2)cc1,9%,7%,7%,7%[0.501 µM],-3,-34%,24%,11%,-15%
COC(=O)c1cnc(Oc2ccc(NC(=O)NC(=O)c3c(F)cccc3F)cc2)cc1C(F)(F)F,5%,-15%,1%,.,6,?,2%,0%,-16%
O=[N+]([O-])c1cc2oc3c(c2c(C=NCc2ccccc2)c1O)CCCC3,-30%,?,?,3%[59 µM],-5,-21%,-49%,-8%,71µM*
CC1=NN(c2ccc([N+](=O)[O-])cc2)C(=O)C1,.,-20%,?,.,-29,.,-19%,-5%,?
O=C(N/N=C/C1CCCCC1)c1ccccc1-n1cccc1,-9%,-1%,0%,?,3,-13%,15%,-1%,-19%
O=C(CSc1nccn1Cc1ccc(F)cc1)Nc1ccc(F)cc1F,?,1%,6%,.,2,-19%,19%,-5%,-18%
COc1ccc(-c2nc3c(c(SCC(=O)Nc4ccccc4OC)n2)Cc2cccc(C)c2O3)cc1,-12%,41%[activator],-12%,1%[59 µM],0,-13%,-5%,0%,-15%
Cc1ccc(-c2cc(C)nc3nc(N)nn23)cc1,-3%,7%,3%,2%[59 µM],-7,-2%,13%,-9%,0%

# Next entries follow:
SMILES,BAZ2B inh,HP1b chromo inh,GLS inhibitor,G9a inh,PI4K2A block,ALOX12 inh,RGS4 inhibitor,ERG Ets-DNA blk,JMJD2A Tudor
COc1ccc(NC(=O)c2sc(-c3ccccc3)nc2C)c(OC)c1,5%,31%,1%,22%,-3,0%,-6%,12%,-8%
Cc1ccc(Cl)cc1N1CCN(S(=O)(=O)c2ccc3c(c2)oc(=O)n3C)CC1,0%,15%,3%,0%,1,0%,-3%,-4%,-21%
CC1(C)CN(c2ccccc2)N(C(=O)c2ccc(F)cc2)C1=O,-4%,51%[activator],4%,13%,5,21%,-3%,-5%,4%
Cc1cccc(N2CCN(C(=O)c3cn4ccccc4n3)CC2C)c1 (stereo unspecified),-27%,28%,15%,-37%,0,3%,-27%,1%,-20%
COc1ccc(NC(=O)C2CCN(c3cc(C)nc4c(-c5ccc(Cl)cc5)c(C)nn34)CC2)cc1,-4%,28%,4%,-5%[59 µM],-3,-7%,4%,-2%,-7%
O=C(Nc1ccc2c(c1)OCO2)C1(S(=O)(=O)c2ccc(Cl)cc2)CC1,-39%,9%,-4%,-15%[59 µM],-10,22%,-24%,-4%,-32%
O=[N+]([O-])c1cccc(/C=N/Nc2ccccn2)c1,-16%,21%,10%,-7%,-2,-3%,8%,-7%,-17%
CCOc1ccccc1NC(=O)C1CCN(S(=O)(=O)c2ccccc2)CC1,0%,16%,-1%,-8%[59 µM],-2,?,-2%,-3%,-13%
Cc1ccc(-c2csc3ncnc(Sc4nnc(CN5CCCCCC5=O)o4)c23)cc1,-33%,16%,4%,-14%,15,-15%,-14%,6%,-2%
CCOc1ccccc1N1CCN(C(=O)c2cc(C)oc2C)CC1,-9%,-12%,23%,-7%[12.7 µM],2,1%,-20%,-4%,-36%
O=C(Nc1ccccc1)N1CCN(c2nc(-c3ccccc3)ns2)CC1,-5%,10%,-10%,4%,-1,0%,-13%,-3%,1%
CC(C)NC(=O)c1ccc2c(=O)n(C3CCCC3)c(=S)[nH]c2c1,8%,15%,5%,24%[59 µM],4,2%,6%,-7%,-11%
CCCCN1C(=O)c2ccc(C(=O)OCC(=O)NCCc3ccc(S(N)(=O)=O)cc3)cc2C1=O,.,17%,2%,.,4,-5%,19%,3%,-6%
O=C(NCCc1ccccc1)c1n[nH]c2ccccc12,-17%,36%,2%,-22%,1,-1%,-9%,-6%,-5%
CC(Oc1ccc(Br)cc1)C(=O)Nc1nc(-c2ccccn2)cs1 (stereo unspecified),56µM*,-16%,13%,20µM*,-5,?,-38%,5%,79µM*
CC1=C(C(=O)OCc2ccccc2)C(c2cccc3ccccc23)NC(=O)N1CCCC(=O)O (stereo unspecified),-2%,19%,7%,3%[2.33 µM],-4,-7%,7%,-3%,-25%
CS(=O)(=O)N(CC(N)=O)c1ccc2c(c1)OCO2,4%,24%,-2%,16%[59 µM],-2,158%[activator],11%,5%,-4%
CCOc1ccc(CCNC(=O)C2CCN(Cc3nc(-c4ccccc4C)oc3C)CC2)cc1OCC,-22%,5%,0%,-34%[59 µM],-2,-9%,-3%,6%,-26%
Cc1cc(-c2nnc(SCC(=O)c3ccc(F)cc3)o2)no1,-33%,23%,20%,11%[59 µM],4,6%,19%,2%,-14%
Fc1cccc(CCN2CCN=C2Nc2ccccc2)c1,12%,15%,3%,0%[2.33 µM],-4,?,16%,-3%,-9%
COc1ccc(C(=O)N2CCCC(Nc3ccc(C)c(C)c3)C2)c(OC)n1 (stereo unspecified),?,-11%,8%,45µM*,-7,-6%,12%,-5%,-35%
Cc1cc(NC(=O)CSc2nnc(C)n2-c2ccccc2C)no1,-16%,8%,-20%,1%,0,3%,14%,-6%,-17%
O=C(CCN1CCN(Cc2ccccc2)CC1)NNC(=O)Nc1cccc(Cl)c1,?,24%,14%,31%,4,-1%,17%,-2%,-9%
NC(=O)c1nn(CC(=O)Nc2cccc(S(=O)(=O)N3CCCC3)c2)c(=O)c2ccccc12,-14%,36%,0%,-28%[12.7 µM],-2,0%,-12%,-6%,1%
CC(=O)N1CCCc2cc(S(=O)(=O)NC(C(=O)NC3CCCCC3)C(C)C)ccc21 (stereo unspecified),-2%,23%,5%,35µM*,1,-22%,10%,9%,-8%

# Screening results deposited in PubChem by National Center for Advancing Translational Sciences (NCATS).
